# E-sel TNF inh – TNF alpha driven E-selectin expression inhibition | HUVEC TNFa-induced E-selectin immunofluorescence, high content | inhibition, % at 2 µM | actives 0.71% (n = 120,000) | AID 1246;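 active = inhibition above the batch mean plus 3 SD, and confirmed as a hit on visual image review, cut at about 43% in these data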;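 also: 0% = TNF-stimulated DMSO wells and 100% = unstimulated control wells; not every result past the cut was called active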
# Measles CPE – protection of cells from measles virus | AID 841 | actives 1.5% (n = 140,000) | Measles virus-infected cells, CPE protection, absorbance | protection (pct of control), % at 4 µM; in the data active = protection mostly above about 24%, no sharp cut-off; inactive = mostly below about 26%; also: some compounds called inactive have numbers as strong as hits
# Yeast growth inh – chemicals that inhibit yeast BB579 growth in restrictive medium (lifespan-shortening candidates). S. cerevisiae BB579 growth, OD615, 48 h. inhibition, % at 10 µM. actives 0.51% (n = 140,000);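 active = inhibition above a set limit, 3 SD over the mean compound inhibition, cut at about 44% in these data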; also: inactives centre near -24
#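 test system = yeast BB579 (DeaD) | buffer or medium = restrictive CSMM-D medium | doses = single compound dose of 10 µM, 0.25% DMSO final | times = 4 h preincubation and 48 h exposure at 30 °C | technique = culture absorbance at 615 nm | benchmarks = amphotericin B 10 µg/mL, positive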
# Yeast life ext – extends the lifespan of yeast. S. cerevisiae growth with nicotinamide, OD615; deaD strain in restrictive glucose medium. inhibition of the nicotinamide effect, % at 10 µM. actives 0.68% (n = 130,000). AID 775;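 active = inhibition above a set limit, placed 3 SD over the median of all compounds, cut at about 26% in these data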;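 also: 0% = nicotinamide-treated wells and 100% = cells grown without nicotinamide; some compounds called inactive have numbers as strong as hits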
#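 System: Modified budding yeast, DeaD strain | Buffer or medium: Restrictive glucose medium | Also added: 1.5 mM nicotinamide | Doses: 10 µM single point, 0.25% DMSO | Schedule: 48 h compound exposure at 30 °C, humidified | Detection: Absorbance at 615 nm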
# GALR2 antag – blocks the human galanin receptor 2; O43603; GALR2-expressing cells, antagonist mode; inhibition, % at 4 µM; actives 0.39% (n = 140,000); AID 828; in the data active = inhibition above about 27%;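 also: cells stimulated with galanin 1-16 at roughly its EC80; 0% = agonist challenge control and 100% = basal control without agonist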
# Target sequence (O43603 whole entry, looked up): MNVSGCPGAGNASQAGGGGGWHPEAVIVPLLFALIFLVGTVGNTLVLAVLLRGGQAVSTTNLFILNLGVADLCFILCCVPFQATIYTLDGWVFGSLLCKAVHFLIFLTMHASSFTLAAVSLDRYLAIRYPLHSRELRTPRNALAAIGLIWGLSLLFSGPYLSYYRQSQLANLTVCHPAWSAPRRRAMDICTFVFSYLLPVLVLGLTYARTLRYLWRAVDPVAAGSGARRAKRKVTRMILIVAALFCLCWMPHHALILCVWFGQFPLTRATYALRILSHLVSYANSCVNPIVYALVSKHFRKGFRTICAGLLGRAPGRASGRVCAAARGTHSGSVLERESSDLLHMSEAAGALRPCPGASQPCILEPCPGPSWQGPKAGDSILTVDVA
# Phagocytosis inh – macrophage phagocytosis inhibition; J774A.1 macrophage IgG-bead phagocytosis, imaging; inhibition, % at 5 µM; actives 0.07% (n = 110,000);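 active = inhibition above the mean of the plate negative controls plus 5 SD, cut at about 13% in these data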;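 also: phagocytic index as fraction of beads internalized from green versus red external bead signal; plate controls were DMSO negative control for no effect and cytochalasin-D positive control for full effect; some results beyond the cut were filed as inactive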
# MRP1 act – MRP-1 activation; H69AR cells + doxorubicin, viability rescue, CellTiter-Glo; viability increase, % at 10 µM; actives 0.61% (n = 140,000);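 active = viability gain under doxorubicin at or above a set limit, the compound median plus 3 SD, cut at about 4.7% in these data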;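 also: MRP-1 overexpressing cells given doxorubicin 25 µM after compound pretreatment; 18-22 h compound pretreatment then 72 h with doxorubicin before readout; 0% = doxorubicin-only wells and 100% = vehicle-treated cells without doxorubicin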
# PTEN del growth – PTEN-deleted cell growth suppression; HCT116 PTEN-null viability, CellTiter-Glo, 60 h; hits give low values; viability, % at 10 µM; actives 1.2% (n = 140,000); AID 827;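 active = viability at or below a set limit, 4 SD under the median of all tested compounds, cut at about 3.7% in these data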;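 also: PTEN knockout HCT116 line with beta catenin targeted HCT116 as companion control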
# NPY-Y2 antag – NPY-Y2 (human) receptor antagonism; inhibition, % at 2.7 µM; P49146; NPY-Y2 expressing cells, antagonist mode; actives 0.99% (n = 140,000); in the data active = inhibition above about 17%;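 also: 0% = vehicle with agonist challenge and 100% = reference antagonist with challenge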
# Target sequence (P49146 whole entry, looked up): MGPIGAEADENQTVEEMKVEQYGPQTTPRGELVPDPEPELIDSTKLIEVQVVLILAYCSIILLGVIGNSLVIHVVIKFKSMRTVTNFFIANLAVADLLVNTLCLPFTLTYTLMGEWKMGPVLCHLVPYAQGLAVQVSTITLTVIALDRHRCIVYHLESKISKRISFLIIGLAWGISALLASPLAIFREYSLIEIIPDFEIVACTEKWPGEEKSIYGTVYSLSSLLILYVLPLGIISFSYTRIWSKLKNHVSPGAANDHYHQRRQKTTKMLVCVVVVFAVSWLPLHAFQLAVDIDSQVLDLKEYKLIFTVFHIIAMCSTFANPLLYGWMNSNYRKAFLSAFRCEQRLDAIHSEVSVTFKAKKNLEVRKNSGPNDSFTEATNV
# bCat KO growth – beta-catenin-lacking colon tumor cell growth suppression | HCT116 beta-catenin knockout viability, CellTiter-Glo, 60 h; hits give low values | viability, % at 10 µM | actives 1.5% (n = 140,000);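 active = viability at or under a set limit, the compound median less 4 SD, cut at about 6% in these data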;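 also: 0% = Hyamine 1622 control at 20 µM and 100% = untreated cell control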
# The depositor's hits bear a star; x = not tested or not shown.
# Letter code: A = E-sel TNF inh; B = Measles CPE; C = Yeast growth inh; D = Yeast life ext; E = GALR2 antag; F = Phagocytosis inh; G = MRP1 act; H = PTEN del growth; I = NPY-Y2 antag; J = bCat KO growth
> Cc1ccc(C)c(NC(=O)Cn2nc([N+](=O)[O-])c(Br)c2C)c1
  A: x; B: 3; C: -19; D: 0; E: 8; F: -7; G: -3.0; H: 12; I: 6; J: 20
> Cc1cc(Nc2ccc(F)cc2C)n2nc(C)nc2n1
  A: -15; B: 3; C: -13; D: -7; E: 4; F: 0; G: -0.7; H: 109; I: 2; J: 103
> CCCn1c(SCC(=O)Nc2ccc(C)c(S(=O)(=O)N3CCOCC3)c2)n[nH]c1=O
  A: -1; B: 1; C: -21; D: -1; E: -24; F: -2; G: -1.2; H: 89; I: -1; J: 90
> COc1ccccc1N1CCN(C/C=C/c2ccc(N(C)C)cc2)CC1
  A: -14; B: 24; C: -6; D: -21; E: -1; F: 0; G: -2.6; H: 69; I: 5; J: 81
> COc1ccccc1NS(=O)(=O)c1ccc(OC)c(OC)c1
  A: 43; B: 4; C: -42; D: -23; E: -3; F: -1; G: -3.4; H: 97; I: 2; J: 101
> CC(NO)C(C)(C)NO (centres undefined)
  A: 0; B: 1; C: -25; D: -2; E: 0; F: 0; G: 0.7; H: 105; I: 0; J: 104
> Cn1c(-c2ccc(F)cc2)cnc1NCc1ccc(C#N)cc1
  A: 6; B: 6; C: -13; D: 11; E: 2; F: -1; G: -1.8; H: 94; I: 3; J: 96
> O=C(NC(C(=O)O)c1ccccc1)c1ccccc1 (centres undefined)
  A: 10; B: 9; C: 22; D: -10; E: 7; F: 1; G: 0.4; H: 105; I: 2; J: 112
> CS(=O)(=O)N1CCN(c2c(Cl)cccc2[N+](=O)[O-])CC1
  A: 28; B: 4; C: -40; D: -11; E: -1; F: x; G: 0.2; H: 105; I: 4; J: 101
> Cc1ccccc1NC(=O)c1ccc(F)c(S(=O)(=O)N2CCN(c3ccccn3)CC2)c1
  A: 17; B: 5; C: -58; D: -2; E: -1; F: x; G: 1.9; H: x; I: 4; J: 69
> Cn1ccnc1SCC(=O)c1cccc(Br)c1
  A: -22; B: 10; C: -43; D: -5; E: -20; F: -1; G: -0.9; H: 98; I: 2; J: 96
> CC(=O)COc1ccc2c3c(c(=O)oc2c1)CCCC3
  A: -5; B: 12; C: -43; D: -13; E: -5; F: 0; G: 0.1; H: 111; I: 3; J: 102
> C=CCn1c(=O)c2ccccc2n2c(Sc3nnnn3-c3ccccc3)nnc12
  A: 4; B: 4; C: -14; D: -1; E: -1; F: -3; G: -2.6; H: 80; I: 1; J: 79
> O=C1CN(C(=O)CSc2nc3cc(Cl)ccc3c(=O)n2Cc2ccccc2)c2ccccc2N1
  A: 31; B: 20; C: -25; D: -2; E: -4; F: -10; G: -1.1; H: 59; I: -2; J: 60
> O=C(O)C1CSCN1S(=O)(=O)c1cccc2nsnc12 (centres undefined)
  A: x; B: 8; C: -53; D: -13; E: x; F: -6; G: -2.6; H: 95; I: x; J: 97

# Quoted at random: two compounds from above.
# Letter code: A = E-sel TNF inh; B = Measles CPE; C = Yeast growth inh; D = Yeast life ext; E = GALR2 antag; F = Phagocytosis inh; G = MRP1 act; H = PTEN del growth; I = NPY-Y2 antag; J = bCat KO growth
> CS(=O)(=O)N1CCN(c2c(Cl)cccc2[N+](=O)[O-])CC1
  A: 28; B: 4; C: -40; D: -11; E: -1; F: x; G: 0.2; H: 105; I: 4; J: 101
> C=CCn1c(=O)c2ccccc2n2c(Sc3nnnn3-c3ccccc3)nnc12
  A: 4; B: 4; C: -14; D: -1; E: -1; F: -3; G: -2.6; H: 80; I: 1; J: 79

# One compound at a time (already shown). Screens in order: E-sel TNF inh, Measles CPE, Yeast growth inh, Yeast life ext, GALR2 antag, Phagocytosis inh, MRP1 act, PTEN del growth, NPY-Y2 antag, bCat KO growth
# C=CCn1c(=O)c2ccccc2n2c(Sc3nnnn3-c3ccccc3)nnc12 is listed as 4, 4, -14, -1, -1, -3, -2.6, 80, 1, 79
# Cc1ccccc1NC(=O)c1ccc(F)c(S(=O)(=O)N2CCN(c3ccccn3)CC2)c1 is listed as 17, 5, -58, -2, -1, x, 1.9, x, 4, 69
# Cn1c(-c2ccc(F)cc2)cnc1NCc1ccc(C#N)cc1 is listed as 6, 6, -13, 11, 2, -1, -1.8, 94, 3, 96
# COc1ccccc1N1CCN(C/C=C/c2ccc(N(C)C)cc2)CC1 is listed as -14, 24, -6, -21, -1, 0, -2.6, 69, 5, 81

# Further compounds follow.
# Letter code: A = E-sel TNF inh; B = Measles CPE; C = Yeast growth inh; D = Yeast life ext; E = GALR2 antag; F = Phagocytosis inh; G = MRP1 act; H = PTEN del growth; I = NPY-Y2 antag; J = bCat KO growth
> CCOc1ccc(CCNC(=O)CCCN2C(=O)c3ccccc3C2=O)cc1OCC
  A: -16; B: 6; C: -33; D: -5; E: 4; F: x; G: 0.8; H: 98; I: 3; J: 102
> COc1ccc(N(CC(=O)NC2CCCC2)C(=O)Cn2nnc(-c3ccc(F)cc3)n2)cc1OC
  A: 2; B: 6; C: -52; D: -16; E: 8; F: 0; G: -0.6; H: 96; I: 3; J: 109
> COc1ccc(S(=O)(=O)Cc2ccc(C(=O)NC3CCCC3)o2)cc1
  A: x; B: 13; C: -16; D: 0; E: 6; F: x; G: 0.1; H: 102; I: 8; J: 93
> COC(=O)c1[nH]c2ccc(Cl)cc2c1NC(=O)Oc1ccccc1
  A: 31; B: 19; C: 4; D: -20; E: -2; F: -2; G: -1.6; H: 77; I: 0; J: 65
> Cc1ccc2occ(-c3nn[nH]n3)c(=O)c2c1
  A: 57; B: 7; C: 6; D: 14; E: 3; F: 0; G: -1.6; H: 105; I: 6; J: 106
> O=C(O)Cc1nc2nc3c(c(=O)n2[nH]1)CCCC3
  A: 4; B: 8; C: 0; D: -1; E: -2; F: 2; G: -2.2; H: 94; I: 2; J: 94
> N#Cc1nc(Cc2cccc3ccccc23)oc1N1CCCCC1
  A: 36; B: 7; C: -26; D: 1; E: -6; F: 0; G: -3.3; H: 96; I: 4; J: 94
> O=C(/C(=N\Nc1ccc(Br)cc1)Sc1nnnn1-c1ccccc1)c1ccccc1
  A: x; B: 7; C: -48; D: 10; E: -2; F: -11; G: 0.8; H: 92; I: 1; J: 80
> Cc1n[nH]c(C)c1S(=O)(=O)N1CCC(C(=O)N2CCn3c2nc2ccccc23)CC1
  A: 4; B: 6; C: -16; D: 0; E: 15; F: x; G: -1.3; H: 98; I: 0; J: 118
> Cc1ccc(S(=O)(=O)N(Cc2ccccc2)c2ccccc2C(=O)Nc2ccccc2C(=O)NCc2ccco2)cc1
  A: 13; B: 2; C: -49; D: 6; E: -4; F: -12; G: 1.3; H: 79; I: 2; J: 80
> O=c1[nH]c(N2CCc3ccccc3C2)nc2c1CCC2
  A: x; B: 3; C: -66; D: -12; E: -2; F: 0; G: 0.0; H: 105; I: 3; J: 90
